Screens as filed in PubChem.
IL1B NFkB inh = blocks IL-1B driven NFkB nuclear translocation in HUVEC cells. HUVEC IL-1B NFkB p65 nuclear translocation imaging. inhibition, % at 2 µM. 94,000 tested, 0.43% active. AID 796;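 active = inhibition above about 30% together with a positive call from visual inspection of the well image, limit read from the data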;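 also: nuclear over cytoplasmic p65 intensity ratio measured by imaging; 0% = IL-1B stimulated DMSO wells and 100% = unstimulated DMSO wells; values of inactives mirror those of a sister screen read the other way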
Bcl-B displacement = displacers of TR3 peptide from Bcl-B, primary screen, selectivity assay for Bfl-1 inhibitor project, biochemical, fluorescence polarization; FP displacement of FITC-TR3 peptide from Bcl-B; higher % means a stronger effect; 96,000 tested, 0.11% active; AID 748; displacement, % at 20 µM; hits with a dose series show IC50 in µM;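 active = displacement above 50% at 20 µM plus a fluorescence interference ratio under 1.5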;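 also: plate controls were wells without compound for no effect and wells lacking Bcl-B protein for full effect; a part of the inactive calls stands beside numbers as strong as those of hits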
NFkB transloc pot = enhances IL-1B driven NFkB nuclear translocation | HUVEC IL-1B NFkB p65 nuclear translocation imaging | activation, % at 2 µM | 94,000 tested, 0.3% active | AID 819;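 active = activation above 40%, about the mean plus 3 SD, also judged a hit on visual image review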;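 also: percent activation is computed from the nuclear over cytoplasmic p65 intensity ratio; values of inactives mirror those of a sister screen read the other way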
PLAP inhibitors HTS = inhibition of human placental alkaline phosphatase – biochemical, luminescence, HTS (AID 690); purified PLAP, luminescent substrate; higher % means a stronger effect; inhibition, % at 20 µM, or IC50 in µM where a hit was titrated; 96,000 tested, 0.08% active; in the data active = a potency from the dose series; inactive = the rest, 99 in 100 with inhibition below about 30%; also: strong numbers were not always called active
MRP reversal = reverses drug resistance mediated by MRP. H69AR cells + 2 uM doxorubicin, CellTiter-Glo, 72 h. differential viability (reversal), % at 10 µM. 85,000 tested, 0.04% active. AID 602;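 active = viability drop by adding the cancer drug above about 55%, with treated viability meeting a 40% cutoff, limit read from the data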;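 also: viability without doxorubicin minus viability with 2 µM doxorubicin for each compound; larger differential means the compound sensitizes cells more to doxorubicin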
MRP reversal cytotoxicity = recorded beside MRP reversal, whose call it bears; viability, %; H69AR cells, CellTiter-Glo, 72 h; measured here: cytotoxicity without doxorubicin
MRP reversal with doxorubicin = further read-out of MRP reversal, marked with its call; viability, %; measured here: viability with 2 uM doxorubicin; hits give low values
IL1B NFkB inh cell count 2 µM = also measured in IL1B NFkB inh; calls as there; cell count; measured here: cells passing quality filter;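 raw number of nuclei counted in each imaged well without normalization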
NFkB transloc pot cell count 2 µM = second read-out of NFkB transloc pot, no call of its own (marks repeat the call); cell count; measured here: cells passing quality filter
Active calls of the source: *; · = no result given.

cpd	SMILES	IL1B NFkB inh	IL1B NFkB inh cell count 2 µM	Bcl-B displacement	NFkB transloc pot	NFkB transloc pot cell count 2 µM
1	COC(=O)c1cc2sccc2n1CC(=O)Nc1cccc(SC)c1	·	·	-1%	·	·
2	CCCCCCC(=O)N1CCC(c2nc3c(nnn3Cc3ccccc3Cl)c(=O)[nH]2)CC1	-13	111	-12%	13	111
3	N#CCSc1nc2cc(C(=O)N3CCCC3)ccc2c(=O)n1Cc1ccccc1	-4	166	12%	4	166
4	c1csc(Cc2nn3c(-c4n[nH]c5c4CCC5)nnc3s2)c1	1	161	8%	-1	161
5	Cc1cccc(-c2noc(CN(C(=O)c3ccc4c(c3)OCO4)C(C)C)n2)c1	-16	160	-6%	16	160
6	CC(=O)Oc1ccc2c(c1)C(=O)c1ccccc1CO2	·	·	-2%	·	·
7	CSc1nnc(Cc2ccc3c(c2)OCO3)o1	-1	207	2%	1	207
8	CCNc1ccc(C(=O)OCC)cc1NC(=O)c1cccc(N(C)C)c1	-21	158	3%	21	158
9	CCCCC(=O)N(c1ccc(OCC)cc1)C1C=CS(=O)(=O)C1 (stereo not given)	·	·	-12%	·	·
10	Cc1cc(NC(=O)c2ccc3c(c2)C(=O)N(Cc2cccnc2)C3=O)no1	-25	145	-9%	25	145

cpd	PLAP inhibitors HTS	MRP reversal	MRP reversal cytotoxicity	MRP reversal with doxorubicin
1	-5%	-15	76	91
2	-62%	15	34	19
3	-10%	·	·	·
4	-113%	-17	68	84
5	-15%	-3	80	83
6	-6%	-7	101	108
7	-7%	-3	93	96
8	-43%	-22	22	44
9	16%	14	102	88
10	1%	-4	84	88

Remaining list, next part
cpd	SMILES	IL1B NFkB inh	IL1B NFkB inh cell count 2 µM	Bcl-B displacement	NFkB transloc pot	NFkB transloc pot cell count 2 µM
11	Cc1cc(C)cc(OCC(=O)O/N=C(\N)c2ccccn2)c1	-10	199	1%	9	199
12	CCCn1c(C)cc(C(=O)CN2C(=O)c3cccc(N)c3C2=O)c1C	-7	168	5%	7	168
13	CCn1c(SCC(=O)N(Cc2ccccc2)C2CCS(=O)(=O)C2)nc2ccccc2c1=O (stereo not given)	-30	117	-2%	30	117
14	COc1ccc(N(CC(O)Cn2c3ccccc3c3ccccc32)S(=O)(=O)c2ccccc2)cc1 (stereo not given)	-8	175	-10%	8	175
15	CCn1c(SCC(=O)NNC(=O)Cc2ccccc2)nnc1-c1ccccc1	-5	174	-1%	5	174
16	COc1ccccc1NC(=O)CNC(=O)c1ccccc1C	22	40	-10%	-22	40
17	O=S(=O)(NN=C1CCCCCCC1)c1ccc(Br)cc1	1	147	·	-1	147
18	CCOC(=O)c1c(C)[nH]c(C(=O)C(C)OC(=O)c2cccc(OCc3c(C)noc3C)c2)c1C (stereo not given)	-12	119	2%	12	119
19	CC1=C(C#N)C(NC(=O)C2CC2)(C(F)(F)F)C(=O)N1 (stereo not given)	-11	102	-11%	11	102
20	CC(C)c1[nH]nc2c1C(Cc1ccccc1)C(C#N)=C(N)O2 (stereo not given)	-4	128	-12%	4	128

cpd	PLAP inhibitors HTS	MRP reversal	MRP reversal cytotoxicity	MRP reversal with doxorubicin
11	-7%	-10	92	102
12	17%	·	·	·
13	-32%	10	55	45
14	-12%	·	·	·
15	-144%	·	·	·
16	-30%	9	99	89
17	·	-2	89	91
18	-43%	1	81	81
19	-6%	-5	96	101
20	-76%	-7	95	102

Taken from the listing for reference:
cpd	SMILES	IL1B NFkB inh	IL1B NFkB inh cell count 2 µM	Bcl-B displacement	NFkB transloc pot	NFkB transloc pot cell count 2 µM
6	CC(=O)Oc1ccc2c(c1)C(=O)c1ccccc1CO2	·	·	-2%	·	·
7	CSc1nnc(Cc2ccc3c(c2)OCO3)o1	-1	207	2%	1	207
8	CCNc1ccc(C(=O)OCC)cc1NC(=O)c1cccc(N(C)C)c1	-21	158	3%	21	158
9	CCCCC(=O)N(c1ccc(OCC)cc1)C1C=CS(=O)(=O)C1 (stereo not given)	·	·	-12%	·	·
10	Cc1cc(NC(=O)c2ccc3c(c2)C(=O)N(Cc2cccnc2)C3=O)no1	-25	145	-9%	25	145
11	Cc1cc(C)cc(OCC(=O)O/N=C(\N)c2ccccn2)c1	-10	199	1%	9	199
12	CCCn1c(C)cc(C(=O)CN2C(=O)c3cccc(N)c3C2=O)c1C	-7	168	5%	7	168
13	CCn1c(SCC(=O)N(Cc2ccccc2)C2CCS(=O)(=O)C2)nc2ccccc2c1=O (stereo not given)	-30	117	-2%	30	117
14	COc1ccc(N(CC(O)Cn2c3ccccc3c3ccccc32)S(=O)(=O)c2ccccc2)cc1 (stereo not given)	-8	175	-10%	8	175
15	CCn1c(SCC(=O)NNC(=O)Cc2ccccc2)nnc1-c1ccccc1	-5	174	-1%	5	174
16	COc1ccccc1NC(=O)CNC(=O)c1ccccc1C	22	40	-10%	-22	40
17	O=S(=O)(NN=C1CCCCCCC1)c1ccc(Br)cc1	1	147	·	-1	147

cpd	PLAP inhibitors HTS	MRP reversal	MRP reversal cytotoxicity	MRP reversal with doxorubicin
6	-6%	-7	101	108
7	-7%	-3	93	96
8	-43%	-22	22	44
9	16%	14	102	88
10	1%	-4	84	88
11	-7%	-10	92	102
12	17%	·	·	·
13	-32%	10	55	45
14	-12%	·	·	·
15	-144%	·	·	·
16	-30%	9	99	89
17	·	-2	89	91

(list continues)
cpd	SMILES	IL1B NFkB inh	IL1B NFkB inh cell count 2 µM	Bcl-B displacement	NFkB transloc pot	NFkB transloc pot cell count 2 µM
21	Cc1ccc(N=C/C(C(=O)C(F)(F)F)=C(\O)c2cccs2)cc1	-6	181	6%	6	181
22	COc1cc2c(cc1OC)C1=C(C#N)COCN1CC2	8	177	28%	-8	177
23	CC(C)(C)c1csc(NC(=O)Cn2cnc3ccccc3c2=O)n1	-4	56	-11%	3	56
24	CCCCn1c(NCCC)nc2c1c(=O)[nH]c(=O)n2C	-18	154	-7%	18	154
25	CC(C)COc1ccc(C(=O)CCN2CCCCC2)cc1	-11	147	1%	11	147
26	Cc1ccnc(NC(=S)NC(=O)c2ccco2)c1	-7	123	-1%	7	123
27	CCc1ccccc1OCCOc1ccc(C)cc1OC	0	96	-6%	0	96
28	Cc1c(NC2=C(Cl)C(=O)N(c3ccccc3)C2=O)c(=O)n(-c2ccccc2)n1C	-7	193	-6%	7	193
29	Cc1cc(NS(=O)(=O)c2ccc(NC(=O)COc3ccc(Cl)cc3)cc2)no1	99*	19*	-15%	-99	19
30	O=C(CN(C1CCCCC1)S(=O)(=O)c1ccc(Cl)cc1)NCCCO	·	·	-1%	·	·

cpd	PLAP inhibitors HTS	MRP reversal	MRP reversal cytotoxicity	MRP reversal with doxorubicin
21	9%	·	·	·
22	-25%	·	·	·
23	10%	-2	68	70
24	7%	8	90	82
25	-54%	-15	56	71
26	-1%	·	·	·
27	-12%	·	·	·
28	-71%	-9	5	14
29	-31%	6	102	96
30	-57%	-14	84	98

Following part.
cpd	SMILES	IL1B NFkB inh	IL1B NFkB inh cell count 2 µM	Bcl-B displacement	NFkB transloc pot	NFkB transloc pot cell count 2 µM
31	O=C1CC(c2ccccc2)n2ncnc2N1 (stereo not given)	-39	136	-2%	39	136
32	COC(C)(C)[C@]12CC(O)(C(C)C)ON1[C@H]1CCCCC1N2O (stereo not given in full)	9	178	0%	-9	178
33	CCOc1ccc2c(C)c(C(=O)O)oc2c1OCC	-13	115	1%	13	115
34	CCOC(=O)c1sc(NC(=O)Nc2ccc(Cl)cc2)cc1C	-7	51	19%	7	51
35	Cc1cc2nc(-c3ccc(SCC(=O)N4CCc5ccccc54)nc3)[nH]c2cc1C	-8	169	-46%	8	169
36	CC(C)[C@H](Nc1nc(-c2ccccc2)nc2c1oc1ccccc12)C(=O)O	-2	168	-4%	2	168
37	COc1ccc(NC(=O)C2CCCN2C(=O)NCc2ccccc2)c(OC)c1 (stereo not given)	3	85	3%	-3	85
38	CC1(C)CC(=O)C(C=NCCN2CCN(C(=O)c3ccc(F)cc3)CC2)=C(O)C1	0	165	·	0	165
39	CCn1c(-c2ccccc2O)n[nH]c1=S	4	194	8%	-4	194
40	Fc1ccc2nc(Nc3nc4c(s3)CCCC4)sc2c1	11	119	-116%	-11	119

cpd	PLAP inhibitors HTS	MRP reversal	MRP reversal cytotoxicity	MRP reversal with doxorubicin
31	-5%	4	90	86
32	-3%	-1	85	86
33	-9%	-3	81	84
34	-9%	·	·	·
35	-17%	·	·	·
36	-10%	-3	84	87
37	15%	6	100	94
38	·	12	84	72
39	-66%	4	100	95
40	-14%	-7	36	43

Other records:
cpd	SMILES	IL1B NFkB inh	IL1B NFkB inh cell count 2 µM	Bcl-B displacement	NFkB transloc pot	NFkB transloc pot cell count 2 µM
41	CCOC(=O)c1ccc(NC(=O)CSc2nc(SC)ns2)cc1	8	110	-2%	-8	110
42	COc1ccc(S(=O)(=O)NC(CC(=O)NCCc2ccc(OC)c(OC)c2)c2ccco2)cc1 (stereo not given)	-15	166	1%	15	166
43	CC(C)Sc1nc2c(c(=O)[nH]1)C(c1cccs1)C1=C(CC(C)(C)CC1=O)N2 (stereo not given)	5	167	1%	-5	167
44	COC(=O)c1cc2ccsc2n1Cc1cc(=O)n2ccccc2n1	-8	124	-8%	8	124
45	COC(=O)c1cc(NC(=O)CSc2nnc(CN3CCOCC3)n2C)ccc1Cl	-2	174	2%	2	174
46	CN=C1c2c(-c3ccccc3)c3cc(OC)ccc3n2CCN1C	-4	25	-20%	5	25
47	COc1ccc2nc(NC(=O)c3cccc(S(=O)(=O)N4CCOCC4)c3)sc2c1	-10	168	-9%	10	168
48	O=C(NNC(=S)NC(=O)c1cccnc1)c1ccccc1	0	103	-21%	-1	103
49	CC(C)Nc1cc(C(F)(F)F)nc(-c2ccccn2)n1	5	102	-14%	-5	102
50	C=C(C)C1CCC(C)=C1COC(=O)Nc1ccccc1 (stereo not given)	9	113	12%	-9	113

cpd	PLAP inhibitors HTS	MRP reversal	MRP reversal cytotoxicity	MRP reversal with doxorubicin
41	-8%	32	75	43
42	7%	6	79	74
43	-51%	6	66	60
44	-10%	3	83	80
45	-6%	6	102	96
46	-4%	-8	56	64
47	-9%	-21	41	62
48	-110%	·	·	·
49	-6%	·	·	·
50	9%	·	·	·

Remaining list, next part
cpd	SMILES	IL1B NFkB inh	IL1B NFkB inh cell count 2 µM	Bcl-B displacement	NFkB transloc pot	NFkB transloc pot cell count 2 µM
51	CCOC(=O)C1(C)/C(=N/Nc2ccccc2)C(=O)C(=O)N1c1ccccc1 (stereo not given)	4	171	3%	-3	171
52	Cc1c(CCO)c(=O)n(-c2ccccc2)n1S(=O)(=O)c1ccc(F)cc1	4	91	2%	-4	91
53	CCOC(=O)C1CCN(CC(=O)Nc2cc(C)nn2-c2nc3ccccc3s2)CC1	-24	157	-9%	25	157
54	COc1ccc(NC(=O)CSC2=C(C#N)C(c3ccco3)C(C(=O)Nc3nc4ccccc4s3)=C(C)N2)cc1 (stereo not given)	-8	113	·	8	113
55	O=C(Nc1ccc(Cl)c(Cl)c1)N1CCC(N2CCCCC2)CC1	2	167	7%	-2	167
56	Cc1cc(C)cc(N2CCCn3c2nc2c3c(=O)n(CCN3CCOCC3)c(=O)n2C)c1	0	148	-5%	0	148
57	CCCCC(OC(=O)c1cc2occc2n1C)C(=O)NCC1CCCO1 (stereo not given)	-8	96	-7%	8	96
58	COc1ccc2c(c1)S/C(=C\C(=O)c1ccncc1)N2C	7	180	-108%	-7	180
59	CN1CCN(C(=S)Nc2ccccc2Cl)CC1	6	161	5%	-6	161

cpd	PLAP inhibitors HTS	MRP reversal	MRP reversal cytotoxicity	MRP reversal with doxorubicin
51	-5%	-3	77	80
52	-43%	-5	76	80
53	8%	-23	28	50
54	·	·	·	·
55	-27%	·	·	·
56	-54%	12	84	73
57	-23%	9	92	83
58	-16%	9	95	86
59	11%	18	101	83

Three of the entries above in order of their number in Bcl-B displacement, ascending:
item | SMILES | Bcl-B displacement
56 | Cc1cc(C)cc(N2CCCn3c2nc2c3c(=O)n(CCN3CCOCC3)c(=O)n2C)c1 | -5%
51 | CCOC(=O)C1(C)/C(=N/Nc2ccccc2)C(=O)C(=O)N1c1ccccc1 (stereo not given) | 3%
55 | O=C(Nc1ccc(Cl)c(Cl)c1)N1CCC(N2CCCCC2)CC1 | 7%

The list is partial, so the mix of outcomes need not match the whole.
